High-throughput results deposited in PubChem by Broad Institute.
ARNT TACC3 PPI – disruptors of ARNT/TACC3 protein interaction, primary screen, biochemical, AlphaScreen, single concentration. inhibition, % at 9.99 µM. AlphaScreen His-ARNT PAS-B/GST-TACC3 binding, luminescence; TACC3 fragment carries E629A point mutation. actives 0.66% (n = 390,000). Transforming acidic coiled-coil-containing protein 3 (Homo sapiens), Q9Y6A5;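 active = mean inhibition of replicates at least 50% and at least half of replicates each reaching 50%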;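 also: 0% = complete ARNT plus TACC3 wells and 100% = ARNT alone without TACC3; many hits fall short of the cut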
F508del corr – F508del CFTR correction, initial screen, CFBE line, single point | CFBE cells, YFP halide quenching; stimulated with forskolin plus potentiator P3; % fluorescence drop versus neutral controls | activity (quench increase), % at 7.58 µM | actives 0.36% (n = 350,000);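 active = mean added fluorescence quench of at least 8% versus neutral control, with both replicates also reaching 8%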;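 also: cells transiently co-express mutant CFTR-F508del with the halide-sensitive YFP; corrector assay measuring rescue of mutant channel to the surface after 24 h compound exposure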
RAD54 inh – inhibitors of human RAD54 branch migration, primary screen, biochemical, fluorescence, single point; DNA repair and recombination protein RAD54-like (Homo sapiens), Q92698; inhibition, % at 10.4 µM; actives 0.14% (n = 360,000); RAD54 Holliday junction branch migration, FAM/BHQ fluorescence;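 active = mean normalized replicate activity at least 40 and at least half of replicates scoring 40 or more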;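 also: 0% = median of neutral control wells and 100% = median of positive control wells; inhibitors cause a drop in the FAM fluorescence signal; in these data hits start at about 50%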
RAD52 inh – RAD52 DNA annealing inhibitors, primary screen, biochemical, FRET, single point, set 2. recombinant RAD52 DNA annealing, FRET fluorescence. inhibition, % at 18.7 µM. actives 0.46% (n = 360,000). AID 651710, 2012;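 active = every replicate showing at least 50% inhibition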
esBAF inh – Bmi1 luciferase reporter increase in mESCs, primary screen, esBAF inhibitor project, mouse ES cells, Bmi1 luciferase knock-in, single point | 24 h; 100% = twice the neutral-well signal | reporter increase, % at 12.5 µM | actives 2% (n = 350,000); in the data active = activation above about 40%;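 also: 0% = median of the plate's neutral control wells and 100% = double that signal; a rise in the Bmi1 reporter signal indicates esBAF inhibition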
ERAP1 inh – human ERAP1 aminopeptidase inhibitors, primary screen, biochemical, single point, plate reader | Endoplasmic reticulum aminopeptidase 1 (Homo sapiens), Q9NZ08 | recombinant ERAP1, Leu-AMC fluorescence, 60 min | inhibition, % at 10.7 µM | actives 0.15% (n = 340,000) | AID 652197, 2013;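 active = mean replicate inhibition of at least 30%, or all replicates individually reaching that 30% level; inactive = mean below 30% and not every replicate reaching it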;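 also: 0% = neutral control wells and 100% = L-leucinethiol positive control wells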
Target sequence (Q9NZ08 whole entry, looked up): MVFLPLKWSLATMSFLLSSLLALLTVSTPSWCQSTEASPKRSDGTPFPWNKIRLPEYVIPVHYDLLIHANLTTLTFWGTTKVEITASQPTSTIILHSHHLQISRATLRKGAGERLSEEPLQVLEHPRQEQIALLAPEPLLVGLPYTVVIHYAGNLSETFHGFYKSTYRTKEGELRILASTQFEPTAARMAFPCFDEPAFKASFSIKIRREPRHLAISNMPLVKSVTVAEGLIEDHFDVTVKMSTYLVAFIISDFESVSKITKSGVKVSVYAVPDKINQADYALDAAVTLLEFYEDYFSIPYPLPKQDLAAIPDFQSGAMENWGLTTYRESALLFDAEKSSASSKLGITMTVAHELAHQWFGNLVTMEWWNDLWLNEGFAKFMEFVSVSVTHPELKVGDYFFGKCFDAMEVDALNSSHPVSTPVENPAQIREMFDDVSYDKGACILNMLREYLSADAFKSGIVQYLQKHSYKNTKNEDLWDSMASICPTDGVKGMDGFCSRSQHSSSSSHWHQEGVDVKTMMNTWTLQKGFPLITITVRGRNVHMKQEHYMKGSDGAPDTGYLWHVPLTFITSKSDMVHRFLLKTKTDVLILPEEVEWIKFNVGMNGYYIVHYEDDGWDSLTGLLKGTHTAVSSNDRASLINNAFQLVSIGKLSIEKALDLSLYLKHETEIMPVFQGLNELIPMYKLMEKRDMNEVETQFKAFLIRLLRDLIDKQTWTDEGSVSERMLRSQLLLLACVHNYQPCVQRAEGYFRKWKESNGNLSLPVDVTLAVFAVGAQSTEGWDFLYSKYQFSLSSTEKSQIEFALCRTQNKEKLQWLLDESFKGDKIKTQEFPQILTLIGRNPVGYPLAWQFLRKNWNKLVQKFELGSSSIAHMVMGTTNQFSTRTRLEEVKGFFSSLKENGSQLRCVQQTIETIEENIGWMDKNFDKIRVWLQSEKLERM
INS-1E GSIS act – GLuc luminescence reporter in INS-1E cells, primary screen for activators of glucose-dependent secretion of insulin. INS-1E GLuc reporter insulin secretion, 2-3 h. activation, % at 16.6 µM. actives 0.61% (n = 370,000). AID 743287, 2014;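 active = lowest replicate activation of at least 40%, so every replicate reaches that level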;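 also: 0% = median of neutral control wells and 100% = median of IBMX positive control wells; some compounds called inactive have numbers as strong as hits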
XiGFP reactiv – activators of inactive X chromosome reactivation, primary screen, imaging, XiGFP fibroblasts, GFP high-content imaging, set 2. actives 0.055% (n = 360,000). XiGFP mouse fibroblasts, % GFP-positive cells imaging, 3 d; cells co-treated with 5-aza-dC sensitizer; scaled so ellipticine positive control = 100%. AID 743238, 2013. activation, % at 7.58 µM;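 active = mean normalized replicate activation at least 10% and every replicate at or above 10%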;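 also: 0% = median of on-plate neutral control wells and 100% = ellipticine 6 µM median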
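Material: XiGFP fibroblasts, SV40-immortalized. Buffer or medium: DMEM plus 5-aza-dC sensitizer. Compound: single concentration per compound, delivered by pin transfer. Times: 3 days compound exposure. Controls: ellipticine 6 µM.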
* = called active by the depositor; x = no result given; & = joins results of further samples. Only part of the results is shown, so the mix of outcomes need not match the whole.

The line under a structure holds: ARNT TACC3 PPI	F508del corr	RAD54 inh	RAD52 inh	esBAF inh	ERAP1 inh	INS-1E GSIS act	XiGFP reactiv
- CN(C)C(=S)SSC(=S)N(C)C
    30.3	0.8	5.3	-29.4	2.4	4.2	-4.8	-0.1
- COC(=O)[C@H]1[C@H](CO)[C@H]2Cn3c(ccc(C4=CCCCC4)c3=O)[C@@H]1N2CC1CC1
    -2.9	x	3.6	-5.8	-1.4	-1.9	-9.2	0.5
- COC(=O)C1=C(c2ccc(F)cc2OCc2ccccc2)C[C@@H]2CC[C@H]1N2C(=O)NCc1ccc2c(c1)OCO2
    -9.3	-1.1	5.5	-8.2	6.5	x	-7.7	-0.1
- CN1C(=O)C(=Cc2ccc(N3CCCCCC3)cc2)C(=O)N(C)C1=O
    -2.6	-1.8	-9.0	-46.6	x	2.8	4.7	-0.1
- COc1cc(OC)c2c(c1)OCC1CON(C)C21 (centres undefined)
    -9.6	-1.2	x	-6.2	x	4.1	10.4	0.1
- COc1ccc(NC(=O)c2cn(CCC#N)nc2-c2ccccc2)cc1
    1.1	-0.3	3.0	-15.1	-10.2	x	-0.9	0.4
- COc1cc2c(cc1C=O)OCO2
    29.9	-2.5	x	-10.6	x	-5.8	14.1	0.0
- COc1ccc(C=C2C(=O)NC(=S)NC2=O)cc1OC
    7.4	0.9	-4.1	-11.5	-6.2	36.9*	7.2	-0.1
- Cc1nc2ccsc2c(=O)n1-c1ccccc1Cl
    -4.9	2.7	x	-10.3	x	x	10.0	0.3
- CC(C)(OOC1(c2ccccc2)NC(=O)c2ccccc21)c1ccccc1 (centres undefined)
    x	0.1	x	-8.0	x	9.5	-7.2	-0.1
- COc1ccc(C#Cc2ccc([C@H]3[C@@H](CO)N4CCCCN(C(=O)Cc5ccccc5)C[C@@H]34)cc2)cc1
    -1.2	5.5	-5.0	-24.7	-6.7	4.5	-1.0	0.1
- O=C(c1c[nH]c2ccc(S(=O)(=O)N3CCOCC3)cc2c1=O)N1CCC2(CC1)OCCO2
    -12.1	-2.8	2.9	-9.7	-13.0	0.8	-0.1	0.3
- COc1ccc2[nH]c(C)c(CCNCc3cccnc3)c2c1
    11.8	2.9	-99.4	-202.8	13.7	-3.3	-21.3	0.0
- CCCCc1ncc(CN2CCCC(C(=O)c3ccc(SC)cc3)C2)[nH]1 (centres undefined)
    1.4	-3.0	x	-10.4	-10.7	8.6	-0.4	0.2
- Cn1c(O)c(C(=Nc2ccc(F)cc2)c2ccccc2)c(=O)n(C)c1=O
    -5.5	-2.4	3.3	-9.4	x	6.5	15.5	-0.1

Random excerpt: 2 entries already listed, in no set order.
The line under a structure holds: ARNT TACC3 PPI	F508del corr	RAD54 inh	RAD52 inh	esBAF inh	ERAP1 inh	INS-1E GSIS act	XiGFP reactiv
- Cc1nc2ccsc2c(=O)n1-c1ccccc1Cl
    -4.9	2.7	x	-10.3	x	x	10.0	0.3
- COc1ccc(C#Cc2ccc([C@H]3[C@@H](CO)N4CCCCN(C(=O)Cc5ccccc5)C[C@@H]34)cc2)cc1
    -1.2	5.5	-5.0	-24.7	-6.7	4.5	-1.0	0.1

Later entries
The line under a structure holds: ARNT TACC3 PPI	F508del corr	RAD54 inh	RAD52 inh	esBAF inh	ERAP1 inh	INS-1E GSIS act	XiGFP reactiv
- CCc1ccccc1NC(=O)CNCc1ccccc1
    -9.4	2.2	x	-7.4	x	1.7	-0.8	0.0
- COC(=O)C1=C(c2ccc(OC(F)(F)F)cc2)C[C@@H]2CC[C@H]1N2C(=O)N1CCC(C)CC1
    2.3	-0.3	1.6	7.5	-12.3	-1.8	x	0.7
- CCN(CC)C(=O)c1ccc(NC(=O)CNC(C)c2cccc3ccccc23)cc1 (centres undefined)
    -4.2	0.4	-4.8	-23.5	3.2	2.1	-16.6	0.0
- Cc1ccc(-n2c(O)c(/C=N/N3CCOCC3)c(=O)[nH]c2=S)cc1
    1.9	-0.2	x	-108.5	x	0.4	20.3	0.0
- COc1ccc(OC(=O)N(C)C[C@H]2OCc3cnnn3CCCC(=O)N([C@@H](C)CO)C[C@H]2C)cc1
    -7.6	2.6&-2.0&3.0	-5.2&-3.7	15.0&5.0	-1.4&3.0&2.2	-4.6&-1.2	5.5&1.7	-0.1&0.3
- Cn1c(C(=O)N2CCC3(CC2)OCCO3)cc2c(=O)n(C)c3ccccc3c21
    -0.7	x	4.0	x	-8.7	x	-9.0	x
- COc1ccc(Cc2c(O)[nH]c(=O)[nH]c2=O)c(OC)c1
    14.9*	-3.3	x	-1.4	x	2.2	-3.8	0.0
- O=C(Cc1ccccc1[N+](=O)[O-])N1CCN(Cc2ccc3c(c2)OCO3)CC1
    0.0	3.0	x	-14.4	x	-7.8	5.7	0.1
- O=C(O)[C@@H]1[C@@H](CO)[C@@H]2Cn3c(cccc3=O)[C@H]1N2C(=O)c1ccccc1
    8.9	x	-12.6	5.2	-0.4	1.0	17.9	0.0
- O=C1NC(=O)N(CCC2=CCCCC2)C(=O)/C1=C/c1ccc(O)cc1
    -1.4	1.8	-5.3	-108.7	-0.1	2.0	-18.2	0.0
- CCOC(=O)CNC(=O)N1Cc2cc(Br)ccc2-n2nncc2C1
    x	0.9	x	-3.0	x	1.1	16.7	0.4
- CCOP(=S)(OCC)Oc1cc(C)nc(C(C)C)n1
    0.0	-16.6	2.9	-6.0	5.8	0.1	x	-0.1
- Cc1cccc(OP(=O)(Oc2ccccc2)OC(c2ccccc2)C(F)(F)F)c1 (centres undefined)
    -22.3	x	x	11.1	x	-0.8	-12.4	-0.1
- NC(=O)OCCCc1ccccc1
    3.2	-2.9	-7.8	-5.4	1.0	-1.3	x	0.0
- COc1ccc(Cl)cc1C(=O)C1CCCN(Cc2cnc(C)s2)C1 (centres undefined)
    2.2	3.6	-5.6	-20.6	-2.7	-1.9	-5.6	0.0

The list goes on; it opens with the three that closed the last part.
The line under a structure holds: ARNT TACC3 PPI	F508del corr	RAD54 inh	RAD52 inh	esBAF inh	ERAP1 inh	INS-1E GSIS act	XiGFP reactiv
- Cc1cccc(OP(=O)(Oc2ccccc2)OC(c2ccccc2)C(F)(F)F)c1 (centres undefined)
    -22.3	x	x	11.1	x	-0.8	-12.4	-0.1
- NC(=O)OCCCc1ccccc1
    3.2	-2.9	-7.8	-5.4	1.0	-1.3	x	0.0
- COc1ccc(Cl)cc1C(=O)C1CCCN(Cc2cnc(C)s2)C1 (centres undefined)
    2.2	3.6	-5.6	-20.6	-2.7	-1.9	-5.6	0.0
- Cc1cc(O)c(CN2CCN(c3ccccc3)CC2)cc1C
    -25.0	x	-2.5	x	-0.8	x	-0.7	x
- Cc1ccc(N2CCN(CCc3ccccc3)CC2)cc1
    4.5	-0.1	x	-16.5	x	3.9	-39.1	x
- NCCc1ccc(OCc2ccccc2)c(OCc2ccccc2)c1
    24.1	4.7	22.7	33.5	-8.4	-0.7	x	0.0
- CC1([N+](=O)[O-])COP(=O)(Nc2cccc(F)c2)OC1 (centres undefined)
    -0.4	1.4	x	-3.3	x	3.9	-6.4	0.0
- CCCCn1c(C)c(C(=O)OCC)c2c(CN3CCCC3)c(O)ccc21
    0.5	-4.7	0.5	-17.7	-11.8	0.6	4.7	0.0
- CC1(C)CN=C(Nc2ccc(F)c(Cl)c2)S1
    0.0	1.8	x	-4.1	x	x	4.0	0.1
- COC(=O)C1=C(c2ccccc2)C[C@@H]2CC[C@H]1N2C(=O)NC(C)C
    0.9	2.0	-10.4	-10.8	-7.4	x	12.6	0.0
- CCC1(CC(C)c2ccccc2)C(=O)NC(=O)NC1=O (centres undefined)
    -0.1	-1.0	2.6	-3.5	x	-4.2	19.6	0.1
- O=C(C1CCC(=O)N1C1CCCCC1)N1CCC2(CC1)OCCO2 (centres undefined)
    -2.9	x	-8.4	-3.2	-2.9	-0.3	6.0	x
- Cc1c(C)c2ccc(OCC(=O)N3CCN(Cc4ccccc4)CC3)cc2oc1=O
    2.8	-0.6	-2.2	-9.9	-4.6	-1.3	-1.6	0.0
- Oc1ccc(C2NCc3ccccc3-n3cccc32)cc1Cl (centres undefined)
    2.9&4.0	-0.9	6.4	-18.4	2.5&3.9	3.3	23.2	0.0
- CCN1CCN(c2cn[nH]c(=O)c2Cl)CC1
    -6.5	2.7	x	-18.1	x	1.0	14.1	0.0
- CC(=O)Nc1cc(C(=O)N2CCC3(CC2)OCCO3)ccc1Sc1ccc(C)cc1
    -4.8	x	-2.8	x	-6.7	x	-6.4	x
- O=C(Cc1ccccc1)N1C[C@@H]2[C@H](c3ccccc31)[C@H](CO)N2Cc1ccccc1
    9.0	-0.6	0.3	-8.5	-2.7	-2.5	7.7	0.2
- CCCCCc1nc2ccccc2c(=O)n1-c1ccc(Cl)cc1[N+](=O)[O-]
    -5.3	3.5	x	-4.5	x	0.1	-9.0	x
- O=C(c1cccc2ccccc12)C1CCCN(Cc2ccon2)C1 (centres undefined)
    -0.3	-0.2	-2.7	-11.1	x	-1.9	40.4*	26.6*
- Cc1nc2ccccc2c(=O)n1-c1ccc(C(=O)O)cc1
    -5.5	1.0	-4.8	-14.8	-3.4	-2.5	31.6	0.0
- COc1ccc(OC)c(N=Cc2c(O)[nH]c(=O)[nH]c2=O)c1
    0.9	-2.1	11.0	-20.1	0.2	0.8	21.5	0.0
- COc1cccc(-n2c(/C=C/c3ccccn3)nc3ccccc3c2=O)c1
    -2.3	-4.4	-2.0	4.2	-6.9	-0.7	8.2	0.1
- O=c1c2ccccc2nc(/C=C/c2ccccn2)n1-c1ccccc1
    -0.9	-2.6	-0.2	-6.8	1.1	1.7	-2.8	0.2
- CN1C(=O)C[N+]([O-])=C(c2ccccc2)c2cc(Cl)ccc21
    6.7	0.4	2.2	-16.1	-10.5	-3.6	15.1	-0.1
- COC(=O)C1=C(N)Oc2cc(C)oc(=O)c2C12C(=O)Nc1ccccc12 (centres undefined)
    -4.7	1.5	x	-20.3	x	7.8	-1.4	-0.6
- CCOC(=O)CC1=C(C(=O)OCC)C2(C(=O)N1CC(=O)OC)C(C#N)=C(N)Oc1ccccc12 (centres undefined)
    2.5	x	1.8	x	-2.1	x	8.8	x
- O=C(NCc1ccccc1)c1cccn(Cc2ccccc2)c1=O
    0.8	-6.4	-8.1	-10.7	2.5	-1.5	11.5	0.2
- CCN1C[C@]2(COC(=O)c3ccccc3N)CC[C@H](OC)C34[C@@H]5C[C@H]6[C@H](OC)[C@@H]5[C@](O)(C[C@@H]6OC)[C@@](O)([C@H]13)[C@@H](OC)[C@@H]42
    -7.8	7.4	-0.7	-4.7	1.2	-2.1	0.1	0.1
- CCCCn1c(O)c(C(CC)=NCCc2ccccc2)c(=O)[nH]c1=O
    -8.7	x	3.1	x	8.0	x	-27.4	x
- O=C1/C(=C/c2ccncc2)N2CCC1CC2
    0.5	0.1	x	8.2	-6.4	x	-2.0	0.3
- CC(=O)OC1CC[C@@]2(C)C(=CC(=O)C3C4CCC(OC(C)=O)[C@@]4(C)CCC32)C1 (some centres undefined)
    3.4	0.1	-10.5	-17.7	-7.6	x	15.4	0.2
